Screens from PubChem BioAssay.
PAFAH1B3 inh = PAFAH1B3 enzyme inhibitors, primary screen, biochemical, fluorescence polarization, human; actives 0.28% (n = 340,000); inhibition, % at 3.39 µM; recombinant PAFAH1B3, FP-rhodamine probe; AID 492972, 2010;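 active means inhibition above the screen-wide average of all tested compounds plus 3 SD, cut at about 25% in these data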;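 further: 0% = enzyme with DMSO only and 100% = wells lacking PAFAH1B3 protein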
PAFAH1B2 inh = PAFAH1B2 enzyme inhibitors, primary screen, biochemical, fluorescence polarization, human; Platelet-activating factor acetylhydrolase IB subunit alpha2 (Homo sapiens), P68402; recombinant PAFAH1B2, FP-rhodamine activity probe; inhibition, % at 3.39 µM; actives 1.2% (n = 340,000); AID 492953, 2010;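 active means inhibition above the mean of all tested compounds plus 3 SD, cut at about 24% in these data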;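 further: 0% = enzyme with DMSO and 100% = wells lacking PAFAH1B2; many of its hits are not listed in these tables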
PAFAH2 FP inh = PAFAH2 enzyme inhibitors, primary screen, biochemical, fluorescence polarization, human; AID 492956, 2010; Platelet-activating factor acetylhydrolase 2, cytoplasmic (Homo sapiens), Q99487; recombinant PAFAH2, FP-rhodamine activity probe; actives 0.99% (n = 340,000); inhibition, % at 3.39 µM;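 active means inhibition above the mean over all tested compounds plus 3 SD, cut at about 30% in these data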;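 further: inhibitors block probe labeling of enzyme so polarization drops; 0% = enzyme with DMSO and 100% = wells lacking PAFAH2 protein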
PREPL inhibitor = PREPL enzyme inhibitors, primary screen, biochemical, fluorescence polarization; inhibition, % at 5.96 µM; Prolyl endopeptidase-like (Homo sapiens), Q4J6C6; recombinant PREPL, fluorescence polarization activity-based probe; actives 0.68% (n = 320,000); in the data active means inhibition above about 43%;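 further: 0% = enzyme with DMSO and 100% = wells lacking enzyme; many of its hits are not listed in these tables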
Target sequence (Q4J6C6 whole entry, looked up): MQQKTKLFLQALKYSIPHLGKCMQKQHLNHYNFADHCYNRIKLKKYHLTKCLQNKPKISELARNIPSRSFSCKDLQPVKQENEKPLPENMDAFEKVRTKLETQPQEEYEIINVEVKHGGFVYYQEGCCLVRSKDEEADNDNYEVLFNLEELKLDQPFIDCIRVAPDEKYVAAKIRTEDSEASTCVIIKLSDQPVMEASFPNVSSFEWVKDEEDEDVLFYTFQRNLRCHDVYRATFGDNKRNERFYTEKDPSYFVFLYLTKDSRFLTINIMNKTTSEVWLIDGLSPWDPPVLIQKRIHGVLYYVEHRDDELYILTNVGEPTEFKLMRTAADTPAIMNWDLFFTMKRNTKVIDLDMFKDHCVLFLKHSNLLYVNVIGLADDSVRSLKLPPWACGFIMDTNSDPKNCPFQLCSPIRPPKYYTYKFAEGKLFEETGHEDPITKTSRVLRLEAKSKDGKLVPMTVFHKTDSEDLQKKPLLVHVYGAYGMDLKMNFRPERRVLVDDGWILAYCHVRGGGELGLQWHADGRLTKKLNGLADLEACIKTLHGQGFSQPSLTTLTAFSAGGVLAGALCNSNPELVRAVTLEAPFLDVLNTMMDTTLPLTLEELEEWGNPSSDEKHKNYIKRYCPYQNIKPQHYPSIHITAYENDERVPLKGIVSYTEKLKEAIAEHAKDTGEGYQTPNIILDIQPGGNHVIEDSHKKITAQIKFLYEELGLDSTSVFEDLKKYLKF
ZTA counter = ZTA (EBV) inhibition in EBNA-1 counter-screen; P03206; ZTA-DNA binding, fluorescence polarization; inhibition, % at 11 µM; actives 0.15% (n = 320,000); AID 2234; in the data active means inhibition above about 33%
LYPLA1 inh = LYPLA1 inhibitors, primary screen, counter-screen for PME1 inhibitor project, biochemical, fluorescence polarization, FP-Rh probe ABPP | recombinant LYPLA1 | Acyl-protein thioesterase 1 (Homo sapiens), O75608 | inhibition, % at 5.9 µM | actives 0.16% (n = 320,000);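 active means inhibition above the mean of all tested compounds plus 3 SD, set per campaign, cut at about 14% in these data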;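 further: inhibitors block serine hydrolase probe labeling of LYPLA1 so polarization falls; 0% = enzyme with DMSO and 100% = wells lacking LYPLA1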
Target sequence (O75608 whole entry, looked up): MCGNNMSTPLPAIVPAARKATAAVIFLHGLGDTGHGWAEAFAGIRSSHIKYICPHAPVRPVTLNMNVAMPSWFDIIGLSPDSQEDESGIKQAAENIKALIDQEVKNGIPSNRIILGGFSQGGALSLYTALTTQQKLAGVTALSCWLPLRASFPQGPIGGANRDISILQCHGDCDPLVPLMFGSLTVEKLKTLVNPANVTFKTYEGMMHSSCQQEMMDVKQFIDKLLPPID
EBNA-1 inh = EBNA-1 DNA-binding inhibitors, primary screen, biochemical, fluorescence polarization; inhibition, % at 14.8 µM; actives 0.34% (n = 300,000); AID 1950, 2009; in the data active means inhibition above about 28%
LYPLA2 inh = LYPLA2 inhibitors, primary screen, counter-screen for PME1 inhibitor project, biochemical, fluorescence polarization, FP-Rh probe ABPP | Acyl-protein thioesterase 2 (Homo sapiens), O95372 | recombinant LYPLA2 | inhibition, % at 5.9 µM | actives 0.38% (n = 320,000);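 active means inhibition above the screen-wide mean plus 3 SD, limit set per campaign, cut at about 26% in these data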;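 further: 0% = LYPLA2 with DMSO and 100% = wells lacking LYPLA2 enzyme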
pPAFAH inh = pPAFAH enzyme inhibitors, primary screen, biochemical, fluorescence polarization, human | Platelet-activating factor acetylhydrolase (Homo sapiens), Q13093 | recombinant pPAFAH, FP-rhodamine probe fluorescence polarization | inhibition, % at 3.39 µM | actives 1.5% (n = 330,000) | AID 463082, 2010;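 active means inhibition above the mean inhibition across the screen plus 3 SD, cut at about 25% in these data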;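 further: inhibitors block binding of the rhodamine activity-based probe so polarization drops; 0% = enzyme with DMSO and 100% = wells lacking pPAFAH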
Active calls of the source: *; / = no result given.

Every second line gives: pPAFAH inh	PAFAH1B2 inh	LYPLA1 inh	ZTA counter	EBNA-1 inh	PAFAH2 FP inh	LYPLA2 inh	PAFAH1B3 inh	PREPL inhibitor
> CC(C)C(C)NC(=O)CN1C(=O)NC(c2ccccc2)(c2ccccc2)C1=O (stereo unspecified)
 : 0	-5	3	-8	4	0	9	7	13
> Fc1ccc(-c2csc(N3CCSCC3)n2)cc1
 : 3	4	-1	-10	-10	9	-6	2	6
> COc1cccc(-c2nc(-c3ccc(NC(=O)c4cccnc4)cc3)no2)c1
 : 3	-8	-4	-30	-7	-2	0	-8	12
> CCCC(=NCCc1c(C)[nH]c2ccccc12)C1=C(O)CC(c2ccccc2)CC1=O (stereo unspecified)
 : 2	1	2	15	4	-5	6	8	14
> Cc1ccc(NC(=O)CSc2nnc(-c3cnccn3)n2Cc2ccco2)cc1C
 : 2	1	0	8	-8	2	2	2	-21
> Cc1ccccc1NS(=O)(=O)c1ccc2oc(=O)ccc2c1
 : 12	-1	-3	-12	5	1	-3	8	0
> Cc1cc(C)nc(N2CCC(C(=O)Nc3ccc4c(c3)OCCO4)CC2)n1
 : -2	0	3	5	-16	-1	-2	1	7
> O=C(Nc1ccc(Cl)c(Cl)c1)C1CC(=O)N(c2ccc(Br)cc2)C1 (stereo unspecified)
 : -7	-6	-21	-10	-9	-22	-50	-3	-34
> Cc1[nH]n(C(N)=S)c(=O)c1N=Nc1cccc(C(F)(F)F)c1
 : -7	3	0	-1	-7	7	4	4	8
> CCOC(=O)c1oc2ccccc2c1NC(=O)c1ccc(S(=O)(=O)N(C)C)cc1
 : 1	3	-2	-7	47*	-8	3	3	5
> CCOC(=O)C1CCCN(c2c(Nc3ccc(OCC)cc3)c(=O)c2=O)C1 (stereo unspecified)
 : 8	4	2	7	14	11	3	-1	4
> CCN(CC)S(=O)(=O)c1cc(C(=O)Nc2ccncc2)ccc1Cl
 : 0	0	-1	-2	6	-2	0	-1	6
> Cc1[nH]c2ccc(-c3nnc(SCC(=O)c4ccc(F)cc4)o3)cc2c1C
 : 3	6	-3	6	2	-1	-4	5	6
> Cc1[nH]c2c(ccc3cccnc32)c1C
 : 3	-5	0	6	5	3	5	-8	-7
> CCOc1ccc(C2C(C(=O)c3cccs3)=C(O)C(=O)N2Cc2cccnc2)cc1OC (stereo unspecified)
 : 2	3	-1	0	-4	-5	-8	-1	-1

EBNA-1 inh: hit marks shown above
SMILES	pPAFAH inh	PAFAH1B2 inh	EBNA-1 inh	PAFAH2 FP inh	PAFAH1B3 inh	PREPL inhibitor
CCOC(=O)c1oc2ccccc2c1NC(=O)c1ccc(S(=O)(=O)N(C)C)cc1	1	3	47*	-8	3	5

Remaining list, next part
Every second line gives: pPAFAH inh	PAFAH1B2 inh	LYPLA1 inh	ZTA counter	EBNA-1 inh	PAFAH2 FP inh	LYPLA2 inh	PAFAH1B3 inh	PREPL inhibitor
> COC(=O)c1cccc(C(=O)Nc2ccc(C)cc2)n1
 : 5	1	1	-8	-4	11	6	12	4
> CCOc1ccc2ccccc2c1/C=N/NC(=O)c1ccc(C)nc1
 : 8	4	0	-2	-1	18	0	-2	-1
> O=C(COC(=O)CC(NC(=O)c1ccccc1Cl)c1ccccc1)Nc1cccc(F)c1 (stereo unspecified)
 : 8	5	1	-13	6	82*	2	-10	31
> CC1CN(Cc2cc(=O)oc3cc(O)ccc23)CC(C)O1 (stereo unspecified)
 : 2	4	0	-9	-4	9	10	2	-1
> CN(C)S(=O)(=O)c1cccc(NC(=O)c2cc(=O)[nH]c(=O)[nH]2)c1
 : -4	2	-1	6	-15	-10	-3	15	13
> O=C(NCc1ccc(F)cc1F)c1cc(COc2c(F)cccc2F)on1
 : 0	1	2	-24	-7	2	6	0	9
> COc1ccc(C(=O)NC(=S)NNC(=O)c2c(-c3ccccc3)noc2C)cc1OC
 : 0	/	-1	-6	-5	/	1	/	13
> COc1ccc(NC(=O)CN(C)C(=O)C(C)Sc2ccccc2)cc1 (stereo unspecified)
 : 3	1	6	-17	1	1	6	9	2
> COc1ccc(CNC(=O)C/C(C)=N/NC(=O)c2cnccn2)cc1
 : 6	6	-1	5	2	3	0	10	-2
> O=C(Nc1ccc(Cl)cc1)C1CCCN(c2ncnc3c2nc2n3CCCCC2)C1 (stereo unspecified)
 : 5	0	-3	-9	-12	-10	1	5	-14
> COc1ccc(Cl)cc1NC(=O)C/C(C)=N/NC(=O)C(=O)NCc1ccccc1
 : 17	11	3	-20	-2	1	12	13	14
> Cc1onc(-c2c(F)cccc2Cl)c1C(=O)OCC(=O)NC1CC1
 : -3	6	1	0	-9	1	-5	2	-2
> COC(=O)c1ccc(N/C(=N/S(=O)(=O)c2ccccc2)c2ccccc2)cc1
 : 3	2	2	6	-2	22	-4	5	-7
> O=C(O)C1CC(=O)N(Cc2ccc(F)cc2)C1 (stereo unspecified)
 : 3	3	-2	15	14	1	7	6	0
> Cc1ccc2cc(C)c(N3CCN(c4ccc(F)cc4)CC3)nc2c1
 : 0	3	-6	-19	-8	5	3	3	8

5 structures already listed, sorted by number of heavy atoms, smallest number first.
Every second line gives: pPAFAH inh	PAFAH1B2 inh	LYPLA1 inh	ZTA counter	EBNA-1 inh	PAFAH2 FP inh	LYPLA2 inh	PAFAH1B3 inh	PREPL inhibitor
> COC(=O)c1cccc(C(=O)Nc2ccc(C)cc2)n1
 : 5	1	1	-8	-4	11	6	12	4
> CC1CN(Cc2cc(=O)oc3cc(O)ccc23)CC(C)O1 (stereo unspecified)
 : 2	4	0	-9	-4	9	10	2	-1
> Cc1onc(-c2c(F)cccc2Cl)c1C(=O)OCC(=O)NC1CC1
 : -3	6	1	0	-9	1	-5	2	-2
> COc1ccc(NC(=O)CN(C)C(=O)C(C)Sc2ccccc2)cc1 (stereo unspecified)
 : 3	1	6	-17	1	1	6	9	2
> O=C(NCc1ccc(F)cc1F)c1cc(COc2c(F)cccc2F)on1
 : 0	1	2	-24	-7	2	6	0	9

Later entries.
Every second line gives: pPAFAH inh	PAFAH1B2 inh	LYPLA1 inh	ZTA counter	EBNA-1 inh	PAFAH2 FP inh	LYPLA2 inh	PAFAH1B3 inh	PREPL inhibitor
> COc1ccc(CN2C(=O)CCC2(C)C(=O)NCc2cccnc2)c(OC)c1 (stereo unspecified)
 : 2	-2	0	-7	6	-2	2	4	7
> CCOC(=O)C(NC(=O)c1ccccc1Cl)(Nc1ccc(C)c(C)c1)C(F)(F)F (stereo unspecified)
 : -4	2	0	-20	-14	3	-3	7	3
> CCCCN(C(=O)c1cc2ccccc2o1)c1c(N)n(CCC)c(=O)[nH]c1=O
 : -2	-4	0	-10	6	7	4	10	-6
> COc1cc(/C=C2/SC(=S)N(c3ccccc3)C2=O)ccc1Oc1nc(N2CCOCC2)nc(N2CCOCC2)n1
 : -7	-3	-4	14	-7	-12	-7	13	8
> Cc1ccc(C(=O)NC(NCC2CCCO2)C(Cl)(Cl)Cl)cc1 (stereo unspecified)
 : -1	4	-2	-2	2	-1	2	16	-4
> CC(C)(C)NC(=O)CN1C(=O)NC(c2ccccc2)(c2ccccc2)C1=O
 : -2	-5	-2	-13	-10	-9	-2	5	13
> COc1cc(/C=C/c2[nH]c(=O)[nH]c(=O)c2[N+](=O)[O-])cc([N+](=O)[O-])c1O
 : 19	6	-1	36*	-2	1	2	6	21
> COc1ccc(NC(=O)CCCN2C(=O)C(c3ccccc3)Oc3cccnc32)cc1OC (stereo unspecified)
 : 8	4	-3	-33	-1	-6	-1	6	-11
> Cc1c(C(=O)N2CCCCC2)c(S(=O)(=O)N2CCN(c3ccc(F)cc3)CC2)c(C)n1C
 : 6	1	0	-9	-7	0	10	5	35
> COc1ccccc1C(=O)Oc1ccc(N2C(=O)CCC2=O)cc1
 : -1	0	2	-4	-2	3	13	3	17
> COC(=O)CSc1nnnn1-c1cccc2ccccc12
 : -3	3	-1	-27	-5	0	0	-2	1
> COC(=O)c1cc(S(=O)(=O)N2CCN(c3ccc(F)cc3)CC2)cn1C
 : 2	6	2	8	-1	4	0	-3	-31
> CCOC(=O)c1c(C)[nH]c(C)c1C(=O)CSc1nc2ccccc2n1CCC#N
 : 3	5	-1	-8	0	8	5	1	9
> O=C(CCNC(=O)C1CCN(S(=O)(=O)c2ccccc2)CC1)NCc1cccc(C(F)(F)F)c1
 : 8	16	-1	4	-3	11	5	6	-5
> C/C(Cl)=C\Cn1c(O)c(N=NC(N)=S)c2cc(Br)ccc21
 : 14	9	-5	7	-7	5	1	6	20

(more compounds)
Every second line gives: pPAFAH inh	PAFAH1B2 inh	LYPLA1 inh	ZTA counter	EBNA-1 inh	PAFAH2 FP inh	LYPLA2 inh	PAFAH1B3 inh	PREPL inhibitor
> CCN(CC)CCCNc1nc(C)cc(COC)c1C#N
 : 2	-1	-2	1	8	2	2	6	7
> Cc1ccc(NC2=NC(c3ccccc3)n3c(nc(C)cc3=O)N2)c(C)c1 (stereo unspecified)
 : 2	8	-2	3	3	-8	-4	6	0
> CC(=O)Nc1ccc(C2=NNC(=Nc3ccc(S(=O)(=O)N4CCOCC4)cc3)SC2)cc1
 : 11	8	-5	-1	-1	-2	-9	2	1
> Cc1cc(C)n(Cc2ccc(C(=O)Nc3cccc(Br)c3)o2)n1
 : 10	-4	-6	-7	2	-4	-6	-2	-21
> Cc1ccc(NC(=O)CCNS(=O)(=O)c2ccc3c(c2)oc(=O)n3C)cc1C
 : -3	8	-1	-8	7	-6	7	2	19
> O=C(Cn1cncn1)N/N=C/c1cccc2ccccc12
 : 2	5	-2	-4	3	5	-4	0	1

Only part of the results is shown; the hit share may differ from the screen's.
